HepG2 viability: qHTS for Inhibitors of TGF-b: Cytotox Counterscreen; Potency, µM (doses to about 46.1 µM), for inactives: top-dose activity change, negative = cytotoxicity, hits mostly cytotoxic; 0.76% of 410,000 active; AID 588856, 2011; HepG2 CAGA-GFP viability, ATP luminescence, 18 h; further: potency means the concentration at half of the fitted maximal effect; some results filed as inactive show a strong effect at the top dose
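CellTiter-Glo luminescence gave cytotoxicity after 18 hours at 37 degrees C. The cells were HepG2 CAGA-GFP in 1% FBS DMEM, stimulated with 500 pg/mL TGF-beta after compound addition. %Activity was normalised to no-cell wells (complete cell-killing) and DMSO (no toxicity), and curves were fitted and classified.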
EPAC2 ag: qHTS for Agonist of cAMP-regulated guanine nucleotide exchange factor 4 (EPAC2): primary screen | 0.079% of 360,000 active | EPAC2 activation, biochemical qHTS; response scale: 100% = 6.5 mM cAMP response | Rap guanine nucleotide exchange factor 4 (Homo sapiens), Q8WZA2 | Potency, µM (doses to about 154 µM), for inactives: at the highest dose activation, most hits filed as activators; further: potency means the concentration at half of the fitted maximal effect; nearly all actives have a fitted effect of over 50% in size
Target sequence (Q8WZA2 whole entry, looked up): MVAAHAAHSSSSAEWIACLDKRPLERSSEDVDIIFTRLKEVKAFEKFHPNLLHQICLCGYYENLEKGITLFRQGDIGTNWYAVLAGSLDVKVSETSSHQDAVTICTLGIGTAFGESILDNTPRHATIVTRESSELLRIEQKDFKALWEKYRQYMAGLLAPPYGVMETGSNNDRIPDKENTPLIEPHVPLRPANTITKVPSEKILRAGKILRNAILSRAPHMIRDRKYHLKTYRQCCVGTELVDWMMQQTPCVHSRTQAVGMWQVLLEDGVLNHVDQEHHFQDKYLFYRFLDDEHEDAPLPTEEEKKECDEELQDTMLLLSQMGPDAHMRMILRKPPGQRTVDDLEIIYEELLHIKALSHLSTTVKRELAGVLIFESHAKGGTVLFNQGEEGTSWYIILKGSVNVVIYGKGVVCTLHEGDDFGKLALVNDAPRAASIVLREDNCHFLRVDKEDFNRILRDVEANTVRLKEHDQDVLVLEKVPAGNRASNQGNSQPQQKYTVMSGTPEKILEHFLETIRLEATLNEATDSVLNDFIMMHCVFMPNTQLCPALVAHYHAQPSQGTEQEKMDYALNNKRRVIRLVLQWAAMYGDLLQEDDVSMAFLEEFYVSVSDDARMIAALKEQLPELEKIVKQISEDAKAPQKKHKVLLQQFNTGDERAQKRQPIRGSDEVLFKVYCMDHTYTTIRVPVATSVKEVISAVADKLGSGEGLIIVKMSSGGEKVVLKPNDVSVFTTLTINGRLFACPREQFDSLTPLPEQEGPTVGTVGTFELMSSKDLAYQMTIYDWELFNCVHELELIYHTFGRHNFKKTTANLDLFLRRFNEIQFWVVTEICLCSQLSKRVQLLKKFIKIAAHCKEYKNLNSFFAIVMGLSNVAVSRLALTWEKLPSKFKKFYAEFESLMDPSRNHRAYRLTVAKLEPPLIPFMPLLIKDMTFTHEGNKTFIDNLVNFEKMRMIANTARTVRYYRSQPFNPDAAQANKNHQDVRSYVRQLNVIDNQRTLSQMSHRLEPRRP
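Exchange assay: 100 nM EPAC2 with 250 nM Rap1B-BODIPY-GDP and 50 uM GDP. Fluorescence (ex 480/em 540 nm) read every 5 min for 30 min at room temperature. Data normalized to 6.5 mM cAMP as agonist control.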
ATXN2 expr inh: Primary qHTS for Inhibitors of ATXN expression. HEK-293 ATXN2-luciferase reporter, luminescence, 24 h. Potency, µM (doses to about 57 µM), without a hit: at the top dose activity change, negative = inhibition, usual class: inhibitors. 0.72% of 360,000 active. AID 1745845, 2022; further: potency means the concentration at half of the fitted maximal effect; on the % scale 0 is the no-effect control and ±100 the full control effect; nearly all actives have a fitted effect of over 55% in size
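qHTS (up to 57 uM final) was run with 24 h compound exposure of reporter cells at 37 °C. Each well was multiplexed: SteadyGlo luminescence measured ATXN2-luciferase expression after a fluorogenic Gly-Phe-AFC viability readout (25 uM final).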
TGFb inhibitor: qHTS for Inhibitors of TGF-b. Potency, µM (series often up to 46.1 µM), without a hit: at the highest dose activity, negative = inhibition, usual class: inhibitors. 1.2% of 410,000 active. HepG2 CAGA-GFP TGF-b/SMAD3 reporter, GFP fluorescence, 18 h; TGF-beta stimulated, 500 pg/mL final; further: potency means the concentration at half of the fitted maximal effect; on the % scale 0 is the no-effect control and ±100 the full control effect; nearly all actives have a fitted effect of over 65% in size
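HEPG2 CAGA-GFP reporter cells (1000/well, DMEM with 1% FBS) received compounds, then recombinant TGF-beta at 500 pg/mL final for 18 hours at 37 degrees C. Per-cell GFP summed per well was normalised to unstimulated and stimulated DMSO controls before curve fitting.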
Nrf2 activator: qHTS of Nrf2 Activators; AREc32 ARE-luciferase reporter (MCF7-derived line), luminescence, 24 h; Potency, µM (top dose mostly 46.1 µM), for inactives: at the highest dose activation, actives largely listed as activators; 0.31% of 410,000 active; further: potency means the concentration at half of the fitted maximal effect; % of control where 0% means no effect; nearly all actives have a fitted effect of over 65% in size
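Nrf2 activation is followed as ARE-luciferase induction in the AREc32 line after one day of compound treatment; luminescence is read with Steady-Glo.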
S2 tox: Viability Counterscreen for Primary qHTS for Inhibitors of ATXN expression | 0.49% of 400,000 active | S2 cells (HEK-293 line with an ATXN2-luciferase reporter) viability, CellTiter-Fluor protease fluorescence, 24 h | Potency, µM (doses to about 56.7 µM), actives largely listed as cytotoxic; further: potency means the concentration at half of the fitted maximal effect; nearly all actives have a fitted effect of over 40% in size
Nrf2 block: Nrf2 qHTS screen for inhibitors; A549 ARE-Fluc reporter, luciferase luminescence, 18-24 h; 2.1% of 360,000 active; Potency, µM (doses to about 46 µM), for inactives: at the highest dose activity change, negative = inhibition, usual class: inhibitors; further: potency means the concentration at half of the fitted maximal effect; on the % scale 0 is the no-effect control and ±100 the full control effect; nearly all actives have a fitted effect of over 60% in size
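Quantitative HTS in A549 cells stably bearing an antioxidant response element-firefly luciferase construct. Inhibition of Nrf2-driven transcription was scored by luminescence after 18-24 h of compound exposure at 37 °C.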
IL-2 act: qHTS of IL-2 Activators; IL-2 activation reporter assay, cell-based qHTS; stimulated with anti-CD3/CD4/CD28 beads; in transgenic mouse T cells; activation, % (series mostly up to about 46 µM); 0.065% of 360,000 active; AID 652025, 2013; in the data active means activation above about 50%; inconclusive means mostly about 30% to 49%; further: 0% is about no effect
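Unstimulated transgenic mouse T cells; 60-min compound exposure; bead-based TCR/CD4/CD28 stimulation; 18 h culture, 37 degrees C; dual fluorescence (EGFP, DsRed) plate cytometry.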
A549 viability: Nrf2 qHTS screen for inhibitors: counterscreen for cytotoxicity; A549 ARE-Fluc cells, CellTiter-Fluor viability, 18-24 h; Potency, µM (highest dose often 46 µM), inactives show top-dose activity change, negative = cytotoxicity, hits mostly inhibitors; 0.16% of 390,000 active; AID 504648, 2011; further: potency means the concentration at half of the fitted maximal effect; on the % scale 0 is the no-effect control and ±100 the full control effect
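A549 ARE-Fluc cells in 5% FBS OPTI-MEM, 5000 cells/well, rested 2 h then exposed to compounds in concentration-response for 18-24 h at 37 °C. Viability by CellTiter-Fluor fluorescence (Ex 405/Em 525) after 30 min; luciferase luminescence (BugLite, 15 min, RT) read afterwards.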
Active calls of the source: *; i = inactive; ? = inconclusive; . = no result given; & = joins results of further samples; [ ] = remark or other dose. Unless noted, the call rests on the fitted dose curve; in most records, active means well fitted curve in the direction sought with a large enough effect; inconclusive means small, poorly fitted or top-dose-only effect, or another doubt; inactive means no such curve, though single readings can be large; an effect the other way counts as inactive or inconclusive.

#	Compound	HepG2 viability	EPAC2 ag	ATXN2 expr inh	TGFb inhibitor	Nrf2 activator
1	O=C(O)CC(Cc1ccc(Cl)cc1)C(=O)NCc1ccccc1 (stereo not given)	8%	3%	1%	-2%	-0.3%
2	COc1cc(C2CC(=O)N(CC(=O)NCC3CCCO3)c3ccccc3S2)cc(OC)c1OC (stereo not given)	-10%	3%	-9%	6%	0.6%
3	O=C(CCC(=O)N1CCOc2ccccc21)Nc1ccccc1Cl	-8%	15%	1%	-1%	-0.6%
4	Cc1cc(C)cc(N2CCn3c2nc2c3c(=O)n(CCc3ccccc3)c(=O)n2C)c1	1%	.	11%	22%	4.8%
5	Cc1ccc(NC(=O)c2ccc3c(c2)OCO3)cc1Cl	-8%	14%	.	?	6.6%
6	COC(=O)c1ccc(Nc2cc(C)nc(-c3ccccc3O)n2)cc1	5%	0%	-17%	20%	2.0%
7	Cc1nn(C)c(Cl)c1CN1CCCC(CCC(=O)NCc2ccccc2F)C1 (stereo not given)	0%	4%	-15%	-10%	-0.4%
8	C#CC(C)(CC)NC(=O)Cn1nnc(-c2ccc(OCc3ccccc3F)cc2)n1 (stereo not given)	-30%	.	-2%	-25%	0.3%

#	S2 tox	Nrf2 block	IL-2 act	A549 viability
1	i	?	-0.3	-1%
2	i	-1%	-3.1	-2%
3	i	-1%	-1.6	15%
4	i	?	.	0%
5	i	?	0.8	6%
6	i	-15%	0.0	-10%
7	i	4%	0.8	-1%
8	i	-20%	.	-3%

Further results
#	Compound	HepG2 viability	EPAC2 ag	ATXN2 expr inh	TGFb inhibitor	Nrf2 activator
9	O=S(=O)(Nc1c(F)cccc1F)c1ccc(Cl)nc1	3%	3%	-10%	3%	-0.5%
10	CCCC1OC23CCCCC2C(C#N)(C#N)C1(C#N)C(=N)O3 (stereo not given)	-2%	-7%	-11%	?	9.1%
11	Cn1cc(/C=C(\NC(=O)c2ccccc2)C(=O)N2CCOCC2)c2ccccc21	-1%	6%	-7%	12%	-0.2%
12	O=C(NN1C(=O)c2ccccc2NC1c1ccc([N+](=O)[O-])o1)c1ccc(Br)cc1 (stereo not given)	-29%	14%	-12%	?	?
13	Cc1cc2nc(-c3cccc(Cl)c3)c(Cc3ccccc3)n2c(C)c1Br	-25%	-9%	6%	?	?
14	COc1cc(S(=O)(=O)N2CCOCC2)ccc1NC(=O)COC(=O)c1cc(OC)c(OC)c(OC)c1	-2%	4%	-8%	-21%	2.2%
15	CCc1sc(C(=O)Nc2nc(C)cs2)cc1C	-19%	-3%	103%[activator]	2%	2.8%
16	COc1ccc(NC(=O)C2CCCN2S(=O)(=O)c2ccc3c(c2)CC(C)N3C(C)=O)cc1OC (stereo not given)	0%	-9%	5%	3%	0.2%

#	S2 tox	Nrf2 block	IL-2 act	A549 viability
9	i	-11%	1.1	-3%
10	i	0%	2.1	3%
11	i	16%	0.2	-10%
12	i	-7%	2.6	-3%
13	i	.	-0.1	.
14	i	-37%	-0.6	29%
15	i	?	1.2	-21%
16	i	-17%	-2.3	-7%

Next section.
#	Compound	HepG2 viability	EPAC2 ag	ATXN2 expr inh	TGFb inhibitor	Nrf2 activator
17	CCCCc1c(Cc2ccccc2)ncn1CCc1ccccc1OC	.	10%	14µM*	.	2.5%
18	O=C(COC(=O)c1ccc(-c2nnc(-c3ccccc3)o2)cc1)c1ccccc1	-11%	-8%	31%[activator]	-8%	0.3%
19	O=c1c2ccccc2nc2ccc(NCc3cccs3)nn12	-31%	6%	14%	1%	3.8%
20	COc1cccc2sc(/N=C/N(C)C)nc12	0%	1%	2%	7%	1.5%
21	CC(=O)c1ccc(Nc2nc(C(N)Cc3ccc(Cl)cc3)cs2)cc1 (stereo not given)	-80%	19%	?	?	7.7%
22	CN(C)S(=O)(=O)c1cccc(NC(=O)c2cc(=O)[nH]c3ccccc23)c1	-17%	9%	.	-3%	0.5%
23	OCc1ccccc1OCCOc1ccc(Cl)c2cccnc12	-19%	7%	50%[activator]	-9%	23%
24	Cc1cc(F)ccc1-c1cc(C(=O)NCC2CCCCC2)[nH]n1	-20%	14%	-12%	?	3.9%

#	S2 tox	Nrf2 block	IL-2 act	A549 viability
17	.	.	-0.9	.
18	i	?	1.0	0%
19	i	?	0.1	1%
20	i	0%	0.1	2%
21	?	.	-0.5	.
22	i	-9%	-2.8	-3%
23	i	13%	-1.5	-3%
24	i	.	-0.6	.

The results go on.
#	Compound	HepG2 viability	EPAC2 ag	ATXN2 expr inh	TGFb inhibitor	Nrf2 activator
25	Cc1ccc(S(=O)(=O)NNC(=O)c2sc(NS(=O)(=O)c3ccccc3)nc2C)cc1	-1%	-1%	0%	-29%	0.3%
26	CCC(C)NC(=O)C1CCN(S(=O)(=O)c2ccc3[nH]c(=O)ccc3c2)CC1 (stereo not given)	-5%	5%	-7%	-4%	2.8%
27	CCc1sc(C(=O)NC)cc1Br	-1%	10%	3%	6%	-0.1%
28	CC(C)(C)C(=O)Nc1ccccc1C(=O)NCCCn1ccnc1	-24%	13%	-6%	-2%	-0.1%
29	COC(=O)[C@]1(Cc2ccccc2)N[C@H](CN(C)C(=O)Nc2ccc(Cl)cc2)[C@@H]2C(=O)N(Cc3ccccc3)C(=O)[C@@H]21	-29%	-8%	34%	?	6.0%
30	CC(=O)c1ccccc1OC(=O)c1c(F)cccc1F	4%	3%	.	-2%	1.1%
31	O=C(O)c1ccccc1C(=O)NNc1ccc(Cl)cc1	0%	8%	-4%	-10%	1.0%
32	COc1cc(C=O)ccc1OC(=O)c1ccncc1	-2%	4%	3%	-8%	0.2%

#	S2 tox	Nrf2 block	IL-2 act	A549 viability
25	i	-6%	-1.3	0%
26	i	4%	-1.0	11%
27	i	5%	-3.3	-1%
28	i	1%	-1.2	0%
29	i	7%	-0.6	-11%
30	i	-14%	-0.3	1%
31	i	0%	0.2	-7%
32	i	6%	2.1	2%

The listing continues:
#	Compound	HepG2 viability	EPAC2 ag	ATXN2 expr inh	TGFb inhibitor	Nrf2 activator
33	O=C1C=C(N2CCCCCC2)C(=O)N1c1ccc(Cl)cc1	6%	10%	57%[activator]	-3%	2.6%
34	CCCCC(=O)NNC(=S)NC(=O)CCC	-40%	5%	-36%	5%	-0.6%
35	O=S(=O)(c1c(F)cccc1F)C1CCN(S(=O)(=O)c2ccc3c(c2)OCCO3)CC1	-13%	10%	-19%	-10%	3.5%
36	COC(=O)c1c(C)sc(-c2c(-c3cccc(OC)c3)[nH]c3c2c(=O)[nH]c(=O)n3C)c1O	-3%	.	15%	-1%	0.0%
37	COc1ccc(S(=O)(=O)N2CCCN(CC(=O)C(C)(C)C)CC2)cc1	5%	4%	5%	-1%	-0.1%
38	Cc1coc2c1c(C)cc1oc(=O)c(CC(=O)NCC(=O)N[C@H](C(=O)O)C(C)C)c(C)c12	-7%	21%	13%	0%	-0.5%
39	Cn1c(=O)n(C)c2cc([N+](=O)[O-])c(N3CCN(C(=O)c4ccc(Cl)cc4)CC3)cc21	-4%	12%	5%	-10%	2.3%
40	CC(C)CCNC(=O)C(=O)Nc1ccccc1	-5%	8%	54%[activator]	0%	0.2%

#	S2 tox	Nrf2 block	IL-2 act	A549 viability
33	i	?	0.3	4%
34	i	?	-1.8	-11%
35	i	9%&3%	-1.6	10%&0%
36	i	10%	.	-4%
37	i	5%	1.6	-11%
38	i	5%	0.7	-5%
39	i	?	0.7	2%
40	?	?	-0.4	0%

Among those listed so far, 3 have two or more sulfur atoms:
#	Compound	HepG2 viability	EPAC2 ag	ATXN2 expr inh	TGFb inhibitor	Nrf2 activator
15	CCc1sc(C(=O)Nc2nc(C)cs2)cc1C	-19%	-3%	103%[activator]	2%	2.8%
25	Cc1ccc(S(=O)(=O)NNC(=O)c2sc(NS(=O)(=O)c3ccccc3)nc2C)cc1	-1%	-1%	0%	-29%	0.3%
35	O=S(=O)(c1c(F)cccc1F)C1CCN(S(=O)(=O)c2ccc3c(c2)OCCO3)CC1	-13%	10%	-19%	-10%	3.5%

#	S2 tox	Nrf2 block	IL-2 act	A549 viability
15	i	?	1.2	-21%
25	i	-6%	-1.3	0%
35	i	9%&3%	-1.6	10%&0%

Remaining list, next part
#	Compound	HepG2 viability	EPAC2 ag	ATXN2 expr inh	TGFb inhibitor	Nrf2 activator
41	CCOC(=O)c1ccc(NC(=O)NC(C)C2CCCO2)cc1 (stereo not given)	-16%	1%	13%	14%	-0.2%
42	NS(=O)(=O)c1ccc(CCNC(=O)CSc2ccc(Cl)cc2Cl)cc1	11%	6%	-4%	2%	2.5%
43	O=S(=O)(c1ccccc1)N1CCN(S(=O)(=O)N2CCCCC2)CC1	0%	6%	6%	3%	-1.1%
44	Cc1cccc(NC(=O)CSc2nc(-c3cccs3)nc3cc(=O)[nH]n23)c1	-24%	.	8%	-20%	?
45	COc1ccc(S(=O)(=O)N2CCN(C3CCN(Cc4ccccc4)CC3)CC2)cc1	-17%	5%	-10%	-32%	2.2%
46	COc1ccc(S(=O)(=O)N2CCCCCC2)cc1C(=O)OCc1c(C)noc1C	1%	2%	14%	1%	-0.1%
47	O=C(/C=C/c1ccc2c(c1)OCO2)NCc1ccncc1	-46%	3%	-4%	-2%	0.5%
48	OCC[C@@H]1C[C@@H](O)[C@H](O)[C@]2(CCc3ccccc3O2)O1	-6%	13%	8%	18%	-0.9%
49	COc1ccc(-c2ccc3oc(-c4ccsc4)cc(=O)c3c2)cc1F	-5%	-7%	17%	8%	3.6%

#	S2 tox	Nrf2 block	IL-2 act	A549 viability
41	i	18%	-0.2	-3%
42	i	-13%	0.0	-3%
43	i	0%	-1.8	-1%
44	i	?	.	-13%
45	i	.	-2.4	4%
46	i	9%	-1.4	-3%
47	i	?	0.6	3%
48	i	-9%	-0.9	0%
49	i	11%	-0.1	0%

From PubChem BioAssay
